EPAC2 antag = blocks human EPAC2 exchange factor; EPAC2 GEF exchange of Rap1B-BODIPY-GDP, fluorescence; Potency, µM (doses to about 114 µM), for the others: at the top dose activity, negative = inhibition, hits mostly inhibitors; 360,000 compounds, 0.18% hits; also: potency is read from the fitted curve at half-maximal effect; % is scaled to controls: 0 for no effect and ±100 for the full control effect; nearly all actives have a fitted effect of over 45% in size; many of its hits are not listed in these tables
Target sequence (Q8WZA2 whole entry, looked up): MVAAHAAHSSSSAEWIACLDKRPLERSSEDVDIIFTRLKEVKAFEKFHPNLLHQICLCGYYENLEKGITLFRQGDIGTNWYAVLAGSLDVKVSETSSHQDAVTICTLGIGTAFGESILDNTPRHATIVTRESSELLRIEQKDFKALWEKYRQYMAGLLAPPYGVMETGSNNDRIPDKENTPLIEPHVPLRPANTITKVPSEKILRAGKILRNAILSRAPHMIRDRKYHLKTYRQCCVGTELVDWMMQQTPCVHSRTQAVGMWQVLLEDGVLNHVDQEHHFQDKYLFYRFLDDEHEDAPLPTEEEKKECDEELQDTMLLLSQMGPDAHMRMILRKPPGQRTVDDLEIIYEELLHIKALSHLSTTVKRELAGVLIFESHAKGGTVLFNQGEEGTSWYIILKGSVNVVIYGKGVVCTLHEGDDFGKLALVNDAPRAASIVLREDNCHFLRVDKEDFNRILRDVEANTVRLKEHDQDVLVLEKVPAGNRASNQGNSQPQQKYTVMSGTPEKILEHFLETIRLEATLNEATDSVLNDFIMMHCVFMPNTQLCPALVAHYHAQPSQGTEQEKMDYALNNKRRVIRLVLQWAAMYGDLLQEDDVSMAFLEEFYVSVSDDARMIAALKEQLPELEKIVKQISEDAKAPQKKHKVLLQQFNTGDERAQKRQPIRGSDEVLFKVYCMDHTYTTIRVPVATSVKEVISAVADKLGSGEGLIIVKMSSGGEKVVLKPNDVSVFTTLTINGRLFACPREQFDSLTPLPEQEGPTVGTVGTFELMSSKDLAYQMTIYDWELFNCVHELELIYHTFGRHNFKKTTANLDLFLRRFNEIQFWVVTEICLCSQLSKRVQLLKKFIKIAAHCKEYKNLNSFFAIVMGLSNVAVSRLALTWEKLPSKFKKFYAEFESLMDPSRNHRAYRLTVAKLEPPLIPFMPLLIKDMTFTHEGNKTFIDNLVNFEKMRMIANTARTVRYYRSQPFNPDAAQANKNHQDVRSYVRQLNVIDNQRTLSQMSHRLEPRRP
Akt phos inh = Akt phosphorylation inhibition; activity change, % for hits at 50 µM; Neuro2A IGF-stimulated pAkt S473 HTRF, 20 min; active compounds read low; 360,000 compounds, 0.32% hits; in the data active = activity change below about -80%; inconclusive = mostly about -51% to -80%; also: % is scaled to controls: 0 for no effect and ±100 for the full control effect
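Neuro2A cells (4,500/well, DMEM with 0.5% FBS) were treated with compound at a single 50 µM final concentration, stimulated with 6 nM IGF for 20 min at 37 °C, and lysed. Phospho-Akt Ser473 was read by HTRF as 665/615 ratio ×10^4.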
CCT chaperon mod = cytosolic chaperonin activity modulation; purified chaperonin ATPase assay, HTRF ADP detection, 30 min; activity change, % (no concentration beside the values), hits read low; 360,000 compounds, 0.3% hits; AID 651819; in the data active = activity change below about -30%; also: % is scaled to controls: 0 for no effect and ±100 for the full control effect
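First, chaperonin was dispensed at 40 nM or 20 nM final depending on batch activity. Next, compounds were pinned at 76 uM and ATP added at 10 uM. After 30 min at 37 °C, ADP detection reagents ran 30 min at ambient temperature.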
MmCpn inh = M. maripaludis TRiC chaperonin inhibition. purified Mm-Cpn ATPase, ADP Transcreener TR-FRET. Potency, µM (doses to about 76.9 µM), without a hit: at the top dose activity, negative = inhibition, hits mostly inhibitors. 330,000 compounds, 0.031% hits; also: potency is read from the fitted curve at half-maximal effect; % is scaled to controls: 0 for no effect and ±100 for the full control effect; nearly all actives have a fitted effect of over 80% in size
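Eu-cryptate anti-ADP/ADP-d2 competition gives a ratio inversely related to ADP. Enzyme at 25 nM was pre-exposed to compound for 10 min, then given 10 uM ATP for 30 min, 37°C throughout.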
D3 ag = agonists of human D3 dopamine receptor. P35462. D3R DiscoveRx beta-arrestin cells, luminescence, 90 min. max activation, %. 410,000 compounds, 0.58% hits. AID 652048; in the data active = max activation above about 30%; also: 0% is about no effect; mostly tested at two doses, the higher about 12 µM
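Agonist-mode cell screen: cells plated at 1500/well and incubated overnight at 37 °C, then exposed to library compounds for 90 min at 37 °C. Detection reagent was added for 30–60 min at room temperature, and luminescence was read.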
PTHR1 ag = agonists of human PTHR1 parathyroid hormone receptor; 410,000 compounds, 0.075% hits; Potency, µM (titrated, usually from 115 µM), without a hit: top-dose activation, usual class: activators; HEK293 GP2 PTHR1 cells, GloSensor cAMP luminescence, 1 h; AID 743266; also: potency is read from the fitted curve at half-maximal effect; nearly all actives have a fitted effect of over 55% in size; some results filed as inactive show a strong effect at the top dose; inactives centre near -15; many of its hits are not listed in these tables
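HEK-293-derived GP2 cells expressing PTHR1 and a GloSensor cAMP reporter, 3,000/well, plated overnight, given luciferin plus IBMX (each 0.5 mM as added) for 1 h at 37 °C, then compound for 1 h at 37 °C. Luminescence was read after 15 min at room temperature.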
EPAC2 agonist = EPAC2 (human) agonism. 360,000 compounds, 0.079% hits. Potency, µM (top dose mostly 154 µM), inactives show at the highest dose activation, usual class: activators. EPAC2 activation, biochemical qHTS; response scale: 100% = 6.5 mM cAMP response; also: potency is read from the fitted curve at half-maximal effect; nearly all actives have a fitted effect of over 50% in size
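Compounds were titrated in qHTS against a Rap1B-BODIPY-GDP (250 nM) complex with EPAC2 (100 nM) and GDP (50 uM). BODIPY-GDP release tracked at 480/540 nm over 30 min at room temperature, normalized to 6.5 mM cAMP.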
DRD3 antagonist = blocks the human D3 dopamine receptor. P35462. D3R cells, DiscoveRx beta-arrestin luminescence, antagonist mode; active compounds read low. max response, negative = inhibition, %. 360,000 compounds, 2.5% hits. AID 652054; in the data active = max response below about -50%; inconclusive = no clear call, values can overlap the other calls; also: % is scaled to controls: 0 for no effect and ±100 for the full control effect; mostly tested at two doses, the higher about 12 µM
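Cells plated overnight at 1500 cells/well, then exposed to library compounds with dopamine controls for 90 minutes at 37 degrees C. DiscoveRx reagent added for 30–60 minutes at room temperature; luminescence read, quantitative HTS format.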
Numbers without * were called inactive; & = joins results of further samples; [ ] = dose if it differs, or a comment. Unless noted, calls follow the shape of the dose curve; as a rule, active = well fitted curve in the direction sought with a large enough effect; inconclusive = small, poorly fitted or top-dose-only effect, or another doubt; inactive = no such curve, though single readings can be large; an effect the other way counts as inactive or inconclusive. Some of the compounds tested; rates above refer to the full screens.

What do the screens show for `COc1ccc(-c2c(C(C)=O)c(C)nc3sc4c(=N)n(N)cnc4c23)cc1`?
EPAC2 antag: 11.6%; Akt phos inh: inactive; CCT chaperon mod: -2.9; MmCpn inh: -2.4%; D3 ag: -4.3; PTHR1 ag: inactive; EPAC2 agonist: 2.3%; DRD3 antagonist: -12.6

Results for CCn1c(C)nnc1SCC(=O)Nc1ccccc1Cl ?
EPAC2 antag: 3.7%; Akt phos inh: inactive; CCT chaperon mod: -0.8; MmCpn inh: 0.1%; D3 ag: 0.3; PTHR1 ag: inactive; EPAC2 agonist: 3.0%; DRD3 antagonist: -6.6

What do the screens show for `COCCSc1nnc(NC(=O)CCS(=O)(=O)c2ccccc2)s1`?
EPAC2 antag: -3.4%; Akt phos inh: inactive; CCT chaperon mod: 0.6; MmCpn inh: 0.9%; D3 ag: -4.0; PTHR1 ag: inactive; EPAC2 agonist: 5.2%; DRD3 antagonist: 8.9

Results for COc1ccc(OC)c(S(=O)(=O)N2CCN(C(=O)c3ccco3)CC2)c1 ?
EPAC2 antag: -5.4%; Akt phos inh: inactive; CCT chaperon mod: 2.4; MmCpn inh: -2.5%; D3 ag: -1.1; PTHR1 ag: -23.5%; EPAC2 agonist: -0.4%; DRD3 antagonist: 6.5

Results for CCc1nnc(NC(=O)CCC(=O)NCc2ccc(C)cc2)s1 ?
EPAC2 antag: 6.5%; Akt phos inh: inactive; CCT chaperon mod: -2.0; MmCpn inh: 2.5%; D3 ag: -7.4; PTHR1 ag: inactive; EPAC2 agonist: 2.5%; DRD3 antagonist: -10.6

Results for CCCCCn1c(=O)c(F)cn(Cc2ccc(OC)c([N+](=O)[O-])c2)c1=O ?
EPAC2 antag: 11.6%; Akt phos inh: inactive; CCT chaperon mod: 1.2; MmCpn inh: -0.4%; D3 ag: -1.2; PTHR1 ag: -3.0%[57.5 µM]; EPAC2 agonist: 13.4%; DRD3 antagonist: -2.1

Results for C=CCN(c1ccccc1)S(=O)(=O)c1cccc(C(=O)Nc2ncccc2C)c1 ?
EPAC2 antag: -2.6%; Akt phos inh: inactive; CCT chaperon mod: -4.3; MmCpn inh: -1.3%; D3 ag: 6.3; PTHR1 ag: -3.4%; EPAC2 agonist: 8.1%; DRD3 antagonist: 5.6

What do the screens show for `Fc1ccccc1C1CCN(Cc2nc(COc3ccccc3)no2)C1` (stereo not given)?
EPAC2 antag: -6.5%; Akt phos inh: inactive; CCT chaperon mod: -0.5; MmCpn inh: -0.2%; D3 ag: -15.0; PTHR1 ag: -20.0%; EPAC2 agonist: 7.0%; DRD3 antagonist: 2.2

Results for O=C(CSc1ccc(-c2ccccn2)nn1)NCc1ccc(Cl)cc1 ?
EPAC2 antag: 1.7%; Akt phos inh: inactive; CCT chaperon mod: -2.3; MmCpn inh: 2.2%; D3 ag: -4.2; PTHR1 ag: -15.5%; EPAC2 agonist: 5.4%; DRD3 antagonist: -28.6

What do the screens show for `NC(=O)c1cc2cc(Cl)ccc2oc1=Nc1cccc(C(F)(F)F)c1`?
EPAC2 antag: 2.1%; Akt phos inh: inactive; CCT chaperon mod: 1.6; MmCpn inh: -1.1%; D3 ag: 1.1; PTHR1 ag: inactive; EPAC2 agonist: -5.6%; DRD3 antagonist: -2.1

Results for Cc1cccc(NC(=S)NC(NC(=O)c2ccco2)C(Cl)(Cl)Cl)c1 (stereo not given) ?
EPAC2 antag: -4.2%; Akt phos inh: inactive; CCT chaperon mod: 0.2; MmCpn inh: 0.5%; D3 ag: -3.5; PTHR1 ag: -52.6%[inhibitor]; EPAC2 agonist: -12.8%; DRD3 antagonist: inconclusive

How did O=C1N[C@@H](Cc2c[nH]c3ccccc23)COC(=O)[C@H](Cc2ccc(F)cc2)C/C=C\C[C@H]1CC(=O)N(CCO)Cc1ccccc1 do in these assays?
EPAC2 antag: -7.8%; Akt phos inh: inactive; CCT chaperon mod: 0.5; MmCpn inh: -0.2%; D3 ag: -9.8; PTHR1 ag: inconclusive; EPAC2 agonist: 4.4%; DRD3 antagonist: 70.7

How did CCOC(=O)c1cc(C#N)c(SCC(=O)c2cc(C#N)c(SC)nc2C)nc1C do in these assays?
EPAC2 antag: 4.3%; Akt phos inh: inactive; CCT chaperon mod: -0.9; MmCpn inh: -1.9%; D3 ag: 0.0; PTHR1 ag: -28.4%; EPAC2 agonist: 7.8%; DRD3 antagonist: 21.5

What do the screens show for `Cc1nc(NC(=O)C2CC3CCCC(C2)C3=O)sc1C` (stereo not given)?
EPAC2 antag: 9.7%; Akt phos inh: inactive; CCT chaperon mod: -1.8; MmCpn inh: 2.5%; D3 ag: 6.0; PTHR1 ag: -26.8%[57.5 µM]; EPAC2 agonist: -23.7%; DRD3 antagonist: 0.0

What do the screens show for `COc1ccc(C2/C(=C(/O)c3ccccc3)C(=O)C(=O)N2c2ncccn2)cc1OC` (stereo not given)?
EPAC2 antag: -2.7%; Akt phos inh: inactive; CCT chaperon mod: -2.4; MmCpn inh: -2.8%; D3 ag: 2.6; PTHR1 ag: inactive; EPAC2 agonist: 8.7%; DRD3 antagonist: -3.3

Results for CCOc1ccc(Cl)cc1S(=O)(=O)NCc1ccccn1 ?
EPAC2 antag: -2.6%; Akt phos inh: inactive; CCT chaperon mod: -0.9; MmCpn inh: -2.5%; D3 ag: 0.0; PTHR1 ag: inactive; EPAC2 agonist: 6.6%; DRD3 antagonist: 8.7

What do the screens show for `COc1ccc(CCNC(=O)C2CCN(S(=O)(=O)N3CCC4(CC3)OCCO4)CC2)cc1OC`?
EPAC2 antag: 0.2%; Akt phos inh: inactive; CCT chaperon mod: 2.2; MmCpn inh: 0.9%; D3 ag: 1.1; PTHR1 ag: -23.8%; EPAC2 agonist: -1.2%; DRD3 antagonist: -3.1

What do the screens show for `COc1ccc(-c2ccc(OC)c([C@H]3[C@H]4C=CC[C@@H](C)[C@@H]4C(=O)N3Cc3ccccc3)c2)cc1OC`?
EPAC2 antag: inconclusive; Akt phos inh: inactive; CCT chaperon mod: -4.4; MmCpn inh: 1.6%; D3 ag: -20.4; PTHR1 ag: inactive; EPAC2 agonist: -1.0%; DRD3 antagonist: -21.2

Results for O=C(NCCN1CCOCC1)c1ccc(CS(=O)(=O)Cc2ccccc2F)o1 ?
EPAC2 antag: 3.9%; Akt phos inh: inactive; CCT chaperon mod: -0.2; MmCpn inh: 0.5%; D3 ag: 1.5; PTHR1 ag: inactive; EPAC2 agonist: 3.6%; DRD3 antagonist: 10.9

How did Cc1ccc(C(=O)COC(=O)CCCC(=O)Nc2cc(C(F)(F)F)ccc2Cl)cc1C do in these assays?
EPAC2 antag: -4.5%; Akt phos inh: inactive; CCT chaperon mod: -3.6; MmCpn inh: -0.6%; D3 ag: 8.4&1.0; PTHR1 ag: -5.9%&-27.1%; EPAC2 agonist: -0.3%; DRD3 antagonist: -5.9

What do the screens show for `O=C(Cc1cccs1)N1CCN=C1SCc1ccc(Br)cc1`?
EPAC2 antag: -5.5%; Akt phos inh: inactive; CCT chaperon mod: -3.1; MmCpn inh: 1.7%; D3 ag: 1.7; PTHR1 ag: -32.8%[inhibitor]; EPAC2 agonist: 4.5%; DRD3 antagonist: 11.6

How did CC(C(=O)OCC(=O)c1ccc([N+](=O)[O-])cc1)N1C(=O)C2C3C=CC(C3)C2C1=O (stereo not given) do in these assays?
EPAC2 antag: 3.3%; Akt phos inh: inactive; CCT chaperon mod: -1.9; MmCpn inh: -0.9%; D3 ag: -9.4; PTHR1 ag: inactive; EPAC2 agonist: 10.5%; DRD3 antagonist: -3.1

How did Cc1sc(N)c(C(=O)c2ccccc2Cl)c1C do in these assays?
EPAC2 antag: 31.6µM*; Akt phos inh: inactive; CCT chaperon mod: -1.6; MmCpn inh: 0.7%; D3 ag: 11.2; PTHR1 ag: -20.8%; EPAC2 agonist: 6.8%; DRD3 antagonist: 3.6

How did CSc1cccc(NC(=O)c2cc(S(=O)(=O)N3CCCC3)cn2C)c1 do in these assays?
EPAC2 antag: 5.7%; Akt phos inh: inactive; CCT chaperon mod: 0.9; MmCpn inh: -8.7%; D3 ag: 1.8; PTHR1 ag: -14.3%; EPAC2 agonist: -0.7%; DRD3 antagonist: 13.7

What do the screens show for `O=C(C1CCN(S(=O)(=O)c2ccccc2)CC1)N1CCOCC1`?
EPAC2 antag: -2.2%; Akt phos inh: inactive; CCT chaperon mod: -1.4; MmCpn inh: 0.3%; D3 ag: 11.1; PTHR1 ag: -24.0%; EPAC2 agonist: 11.0%; DRD3 antagonist: -10.4

What do the screens show for `O=C(Nc1ccccc1F)c1ccccc1C(=O)Nc1ccccc1F`?
EPAC2 antag: 1.6%; Akt phos inh: inactive; CCT chaperon mod: 0.2; D3 ag: -3.8; PTHR1 ag: inactive; EPAC2 agonist: -0.8%; DRD3 antagonist: 7.9

Results for CCCCn1nnnc1C(c1ccccc1)N1CCN(c2cccc(C(F)(F)F)n2)CC1 (stereo not given) ?
EPAC2 antag: -1.8%; Akt phos inh: inactive; CCT chaperon mod: 1.6; D3 ag: -3.7; PTHR1 ag: -25.4%; EPAC2 agonist: -1.6%; DRD3 antagonist: 0.4

How did CCCCn1c(=O)[nH]c(=O)c2c1nc(Cn1ncc(Cl)c(Cl)c1=O)n2CCC do in these assays?
EPAC2 antag: -14.0%; Akt phos inh: inactive; CCT chaperon mod: -2.2; MmCpn inh: -8.0%; D3 ag: -10.9; PTHR1 ag: -26.9%; EPAC2 agonist: -4.2%; DRD3 antagonist: -64.4*

Results for Cc1ccc(-c2nc3cc(C)c(Br)c(C)n3c2Cc2cccc(F)c2)cc1 ?
EPAC2 antag: -2.4%; Akt phos inh: inactive; CCT chaperon mod: 0.7; D3 ag: 6.6; PTHR1 ag: -11.5%; EPAC2 agonist: 7.5%; DRD3 antagonist: 28.6

How did Clc1ccc(C2NCCc3sccc32)cc1 (stereo not given) do in these assays?
EPAC2 antag: -2.0%; Akt phos inh: inactive; CCT chaperon mod: 2.6; MmCpn inh: -1.8%; D3 ag: -12.5; PTHR1 ag: -16.4%; EPAC2 agonist: 17.6%; DRD3 antagonist: -23.8

Results for N=c1ncn(CC(O)CO)c2nc(N3CCOCC3)[nH]c12 (stereo not given) ?
EPAC2 antag: 9.3%; Akt phos inh: inactive; CCT chaperon mod: 1.8; MmCpn inh: 1.0%; D3 ag: 0.2; PTHR1 ag: -4.7%[57.5 µM]; EPAC2 agonist: 3.6%; DRD3 antagonist: -0.8

Bioassay records (PubChem BioAssay)
